Assay outcomes (PubChem BioAssay)
LMP1 NFkB inh – inhibitors of Epstein-Barr LMP1-induced NF-kappaB reporter; LMP1-induced NF-kappaB luciferase reporter cells, luminescence; inhibition, % at 12.5 µM; 0.69% of 350,000 active; AID 504558; in the data active means inhibition above about 41%;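 further: 0% = neutral control wells and 100% = reference inhibitor control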
NR5A2 inv ag – inverse agonists of human LRH-1 (NR5A2); HEK293T StAR-luciferase reporter, LRH-1 transfected, 24 h; inhibition, % at 3.6 µM; 0.13% of 360,000 active; AID 602396;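 active means inhibition above the mean inhibition of all tested compounds plus 3 SD, cut at about 73% in these data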;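 further: 0% = DMSO wells and 100% = reporter-only cells lacking LRH-1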
Shn3 inh set2 – inhibitors of Schnurri-3 3'UTR reporter in osteoblasts; Clone20 osteoblast Shn3 3'UTR firefly luciferase, 24 h; inhibition, % at 12.5 µM; 0.52% of 360,000 active; AID 588674;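 active means mean inhibition of at least 75% with every replicate also reaching 75%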;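 further: 0% = median of neutral control wells and 100% = pilot-screen positive control compound; some compounds past the cut are filed as inactive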
COUP-TFII inh – inhibitors of human COUP-TFII (NR2F2). 0.7% of 370,000 active. AID 686940. HEK293T NGFI-A luciferase reporter, luminescence. inhibition, % at 8.6 µM. P24468;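 active means inhibition above a per-plate cutoff, mean inhibition of test wells between control levels plus 3 SD, cut at about 38% in these data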;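 further: cells cotransfected with COUP-TFII expression vector driving the NGFI-A reporter; 0% = median of COUP-TF2 test wells and 100% = reporter-only cells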
C8 TRAIL sens – caspase-8 TRAIL sensitization; NB7+C8 cells + TRAIL, ATPlite viability luminescence; inhibition (viability loss, TRAIL sensitization), % at 10 µM; 1% of 360,000 active; AID 624354;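 active means compounds causing at least 50% loss of cell viability in the single-dose screen, relative to plate controls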
TROY NFkB inh – inhibitors of TROY-dependent NF-kB signaling; Q293 LMP1-TROYcd NF-kB luciferase reporter, 4 h; inhibition, % at 10 µM; 0.98% of 360,000 active; AID 1347056;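 active means compounds whose plate-normalised and pattern-corrected inhibition of the luciferase reporter signal at the single screening dose is 50% or more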
SRC3 inh – inhibitors of human steroid receptor coactivator 3 (SRC3). 0.17% of 360,000 active. inhibition, % at 3.6 µM. AID 588352. HEK293 GAL4-SRC3 luciferase reporter, luminescence;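 active means inhibition above a per-campaign cutoff, the mean of all compounds plus 3 SD, cut at about 60% in these data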;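 further: 0% = DMSO-treated cells and 100% = gossypol-treated cells at 36 µM; higher means less SRC3-driven luciferase light from the GAL4 reporter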
Target sequence (Q9Y6Q9 whole entry, looked up, the tested form may be a part): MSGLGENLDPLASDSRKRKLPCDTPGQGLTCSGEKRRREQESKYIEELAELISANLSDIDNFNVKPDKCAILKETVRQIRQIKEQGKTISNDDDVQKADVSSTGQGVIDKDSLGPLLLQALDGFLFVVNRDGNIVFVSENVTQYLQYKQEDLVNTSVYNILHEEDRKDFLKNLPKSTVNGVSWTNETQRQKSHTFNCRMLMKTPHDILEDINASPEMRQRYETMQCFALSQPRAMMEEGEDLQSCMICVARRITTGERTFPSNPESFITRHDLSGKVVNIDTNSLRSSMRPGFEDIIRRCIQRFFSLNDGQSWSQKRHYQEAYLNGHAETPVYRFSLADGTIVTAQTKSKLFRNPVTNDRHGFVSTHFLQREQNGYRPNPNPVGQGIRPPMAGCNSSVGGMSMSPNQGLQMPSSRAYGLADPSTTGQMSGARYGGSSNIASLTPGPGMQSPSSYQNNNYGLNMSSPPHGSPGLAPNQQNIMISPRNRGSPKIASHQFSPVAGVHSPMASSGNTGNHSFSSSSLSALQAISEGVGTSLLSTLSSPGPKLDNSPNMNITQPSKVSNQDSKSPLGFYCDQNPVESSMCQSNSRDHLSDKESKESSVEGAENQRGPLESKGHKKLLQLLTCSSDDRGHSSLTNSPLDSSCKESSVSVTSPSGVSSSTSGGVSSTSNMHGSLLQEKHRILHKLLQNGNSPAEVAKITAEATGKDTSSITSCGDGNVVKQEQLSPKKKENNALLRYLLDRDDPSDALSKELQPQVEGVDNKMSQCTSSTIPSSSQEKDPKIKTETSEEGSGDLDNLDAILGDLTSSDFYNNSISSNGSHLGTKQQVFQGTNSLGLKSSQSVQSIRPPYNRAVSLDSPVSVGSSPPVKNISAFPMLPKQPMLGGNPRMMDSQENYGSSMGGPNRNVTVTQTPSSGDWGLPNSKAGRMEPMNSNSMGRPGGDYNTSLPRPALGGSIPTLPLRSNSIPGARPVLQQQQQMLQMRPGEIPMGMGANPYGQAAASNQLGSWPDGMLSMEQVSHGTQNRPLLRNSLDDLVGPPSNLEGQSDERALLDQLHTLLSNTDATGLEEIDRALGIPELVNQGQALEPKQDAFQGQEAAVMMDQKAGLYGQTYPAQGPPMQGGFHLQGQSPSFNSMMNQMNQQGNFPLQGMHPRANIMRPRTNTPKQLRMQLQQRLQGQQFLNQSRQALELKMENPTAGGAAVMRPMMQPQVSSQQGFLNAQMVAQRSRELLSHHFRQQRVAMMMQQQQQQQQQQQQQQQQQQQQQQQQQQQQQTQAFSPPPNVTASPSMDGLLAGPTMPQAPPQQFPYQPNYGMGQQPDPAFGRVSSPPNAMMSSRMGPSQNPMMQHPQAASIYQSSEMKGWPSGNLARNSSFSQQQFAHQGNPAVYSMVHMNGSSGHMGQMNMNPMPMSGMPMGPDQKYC
NCOA1 inh – inhibits human SRC1 coactivator. AID 588354. inhibition, % at 3.6 µM. HEK293 GAL4-SRC1 luciferase reporter, luminescence. 0.12% of 360,000 active;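 active means inhibition above the campaign mean plus 3 SD, with each screening campaign given its own cutoff, cut at about 60% in these data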;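 further: 0% = DMSO treated cells and 100% = gossypol at 36 µM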
TWEAK Fn14 block – blocks TWEAK-Fn14 interaction in a reporter cell assay; TWEAK-stimulated Fn14 reporter cells, luciferase luminescence, 8 h; inhibition, % at 10 µM; 2% of 360,000 active; AID 1159606; in the data active means inhibition above about 50%
CF NFkB block – inhibitors of cystic fibrosis induced NF-kB; inhibition, % at 5 µM; KKLEB NF-kB-GFP reporter, PAF-induced, GFP fluorescence overnight; AID 588850; 0.86% of 360,000 active;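 active means at least 50% inhibition at 5 µM, scaled per plate between neutral and stimulator controls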;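 further: PAF is a Pseudomonas aeruginosa culture filtrate used as stimulus; plate controls were PAF-stimulated DMSO wells for no effect and unstimulated DMSO wells for full effect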
KKLEB tox – CF airway cell cytotoxicity counter-screen. KKLEB CF airway cells viability, ATPlite luminescence, overnight; stronger effect = lower value; cells stimulated with P. aeruginosa culture filtrate. activity change (cytotoxicity), % at 5 µM. 0.36% of 360,000 active. AID 602141;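 active means corrected activity change at or below -50% at 5 µM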
* hit, by the source's call; nt = no result given. Not all compounds are listed (hit frequency here may not be typical).

SMILES	LMP1 NFkB inh	NR5A2 inv ag	Shn3 inh set2	COUP-TFII inh	C8 TRAIL sens	TROY NFkB inh	SRC3 inh	NCOA1 inh	TWEAK Fn14 block	CF NFkB block	KKLEB tox
C/C(=N/NC(=O)C(O)(c1ccccc1)c1ccccc1)c1ccc([N+](=O)[O-])o1	1.7	6.0	-8.0	3.8	4.6	-14.5	5.4	2.8	-6.5	-9.8	12.2
CNC(=O)c1cc2cc(Cl)cc(OC)c2oc1=O	9.6	-7.5	-7.7	-6.7	14.9	-7.9	-16.6	-7.5	1.8	-5.5	-10.5
CCc1c(C)nc(N2CCN(c3ccccc3)CC2)[nH]c1=O	-8.4	-8.6	13.3	10.4	4.0	1.2	-41.5	19.5	5.0	-12.6	-5.1
Cc1ccccc1N(CC(=O)NCCc1ccccc1)C(=O)c1csnn1	-3.6	-2.4	-6.0	-21.4	-1.1	6.7	-13.9	-24.6	3.0	1.2	3.3
Cc1cc2c(c(=O)n1CCCn1ccnc1)C(c1ccco1)C(C#N)=C(N)O2 (stereo not drawn)	0.8	18.2	-9.1	1.9	-6.5	-1.7	13.1	6.4	8.9	-2.2	4.6
CCn1cc(CNCc2cn[nH]c2-c2cc3ccccc3o2)cn1	10.1	23.1	27.1	-4.0	7.2	9.5	-6.0	-12.7	3.9	-4.7	-2.2
CC(C)CN(CCCNC(=O)CC1Oc2ccccc2NC1=O)CC(C)C (stereo not drawn)	-6.9	10.1	9.5	-7.1	0.2	-19.6	16.9	3.4	5.1	-9.6	5.8
NC(=O)CC(NSc1ccccc1[N+](=O)[O-])C(=O)O (stereo not drawn)	-1.0	7.9	-15.0	8.7	4.4	-15.3	7.6	-7.5	-5.6	13.4	1.7
COc1cc(CC2COC(=O)C2(O)Cc2ccc(O)c(OC)c2)ccc1O (stereo not drawn)	9.3	21.6	69.2	52.5*	7.7	15.9	20.4	19.4	14.7	15.6	-0.2
O=C1CN(C(=O)c2ccccc2F)C(c2ccc(F)cc2)c2cc(Br)ccc2N1 (stereo not drawn)	-11.0	18.3	0.8	1.2	-14.2	9.6	12.9	9.5	24.7	2.5	6.7
O=Cc1ccc(-n2cncn2)cc1	-7.9	-10.1	6.3	10.6	0.3	6.3	11.4	-15.0	-8.2	-0.4	5.1
COc1ccc(C)cc1NS(=O)(=O)c1ccc2c(c1)n(C)c(=O)n2C	-13.3	-1.4	5.3	-15.6	10.3	-5.5	-0.3	-1.6	1.3	0.9	2.8
OC(COc1cccc2ccccc12)CN1CCN(c2cccc(Cl)c2)CC1 (stereo not drawn)	-1.6	5.1	14.3	-3.0	-12.1	15.1	1.3	7.8	-15.3	3.0	-8.6
O=C(Nc1ccccc1)/C(=C/c1cccnc1)NC(=O)c1ccco1	6.6	5.9	-10.5	-2.0	4.1	1.7	1.5	-0.7	11.6	3.9	0.0
O=C(CC1C(=O)NCCN1Cc1ccccc1C(F)(F)F)NCCc1ccccn1 (stereo not drawn)	-1.4	6.5	-1.3	7.2	-1.0	-3.6	-9.6	0.4	-2.8	-20.7	-6.5

Some entries already given, showing only NR5A2 inv ag, NCOA1 inh and Shn3 inh set2:
Structure	NR5A2 inv ag	NCOA1 inh	Shn3 inh set2
Cc1cc2c(c(=O)n1CCCn1ccnc1)C(c1ccco1)C(C#N)=C(N)O2 (stereo not drawn)	18.2	6.4	-9.1
CCn1cc(CNCc2cn[nH]c2-c2cc3ccccc3o2)cn1	23.1	-12.7	27.1
CC(C)CN(CCCNC(=O)CC1Oc2ccccc2NC1=O)CC(C)C (stereo not drawn)	10.1	3.4	9.5

A run of entries taken from the entries so far, for reference:
SMILES	LMP1 NFkB inh	NR5A2 inv ag	Shn3 inh set2	COUP-TFII inh	C8 TRAIL sens	TROY NFkB inh	SRC3 inh	NCOA1 inh	TWEAK Fn14 block	CF NFkB block	KKLEB tox
CCc1c(C)nc(N2CCN(c3ccccc3)CC2)[nH]c1=O	-8.4	-8.6	13.3	10.4	4.0	1.2	-41.5	19.5	5.0	-12.6	-5.1
Cc1ccccc1N(CC(=O)NCCc1ccccc1)C(=O)c1csnn1	-3.6	-2.4	-6.0	-21.4	-1.1	6.7	-13.9	-24.6	3.0	1.2	3.3

Going on with the list.
SMILES	LMP1 NFkB inh	NR5A2 inv ag	Shn3 inh set2	COUP-TFII inh	C8 TRAIL sens	TROY NFkB inh	SRC3 inh	NCOA1 inh	TWEAK Fn14 block	CF NFkB block	KKLEB tox
Cc1ccnn1CCC(=O)N1CCCC(CCC(=O)NCc2ccccc2F)C1 (stereo not drawn)	-4.6	2.3	9.4	4.2	5.0	-10.0	-17.0	-24.6	-9.1	-18.4	7.1
Fc1cccc(CNCC2CCCO2)c1 (stereo not drawn)	11.7	-141.0	-3.6	0.4	-3.1	-4.1	-84.6	-103.8	-3.8	-12.0	5.5
COCCn1c(SCC(=O)NNC(=O)Cc2ccccc2)nc2ccccc2c1=O	1.1	13.2	5.6	-17.2	-8.0	-13.9	6.4	-40.5	23.5	13.3	-8.1
O=C(Cc1ccccc1[N+](=O)[O-])N1CCN(c2ccccc2F)CC1	2.9	-21.6	-37.1	-6.7	10.2	1.0	3.9	16.3	5.0	-3.7	0.8
N#C/C(=C\c1ccco1)C(=O)NCC1CCCO1 (stereo not drawn)	4.7	-1.4	-23.1	-20.2	2.2	-18.3	-7.5	-23.7	-25.6	-5.4	4.5
O=C(O)CN=C(Nc1cc(Cl)cc(Cl)c1)NC(c1ccccc1)c1ccccc1	nt	-13.0	nt	-16.4	-13.3	21.8	nt	nt	1.1	nt	nt
CN1C(=O)/C(=C/c2ccc(O)c([N+](=O)[O-])c2)NC1=S	4.4	10.8	3.5	1.1	-2.4	12.6	2.9	-9.0	-16.5	9.4	-13.9
COc1ccc(CCC(C)Nc2cccc(C)c2)cc1 (stereo not drawn)	11.4	-16.2	-16.5	3.7	-11.4	5.6	-5.4	-12.1	8.2	16.3	4.4
O=C(NC1CCC(O)CC1)c1ccc(NS(=O)(=O)c2cccc([N+](=O)[O-])c2)cc1 (stereo not drawn)	6.9	2.6	5.2	-2.6	1.8	24.5	-20.8	-5.9	10.3	27.8	-2.0
O=C(O)c1cc(N2CCCCC2)ccn1	-9.0	-14.7	-10.1	-8.4	2.4	32.5	-13.7	-1.7	23.0	24.9	-4.0
CCn1c(=NC(=O)c2ccc(S(=O)(=O)N(C)C)cc2)sc2cccc(OC)c21	-7.4	-10.1	-11.6	-0.8	5.8	14.0	17.6	10.4	1.5	10.5	-1.8
N=C(N)CCCOc1ccccc1-c1ccccc1	3.6	-2.1	14.8	21.5	-10.8	6.5	3.1	-2.5	-25.1	7.4	0.6
O=[N+]([O-])c1ccc(Sc2n[nH]c(-c3ccc(Cl)cc3Cl)n2)nc1	-12.3	8.7	-19.6	-11.7	11.3	-14.9	1.9	-14.8	3.5	17.4	-5.4
Cc1ccc(NC(=O)c2ccc(N/N=C/c3cccc(O)c3)c([N+](=O)[O-])c2)cc1	-25.8	14.8	-1.2	-6.7	43.6	-31.6	-21.8	-5.7	-74.6	19.7	-17.3
CC1CC(C)CN(C(=O)Cn2c(SCC(=O)N3CCc4ccccc4C3)nc3ccccc32)C1 (stereo not drawn)	10.0	5.0	9.8	-2.0	-11.7	10.4	6.2	-12.4	14.4	7.5	-2.1
O=C1C[C@H]2[C@H](CO)[C@@H](OC(=O)c3ccc(-c4ccccc4)cc3)C[C@H]2O1	-17.2	-68.7	-46.5	-6.9	3.9	-34.5	-51.3	-67.4	-35.3	-5.1	1.0
COc1ccc(CN(C)C(=O)c2ccc(OCC(=O)Nc3cccc(C(F)(F)F)c3)c(OC)c2)c(OC)c1	30.9	11.6	-22.0	70.9*	27.9	44.0	29.3	6.6	49.9	25.0	-18.8
CC(NC(=O)CCc1nnc(C2(c3ccc(Cl)cc3)CCC2)o1)C1CC1 (stereo not drawn)	-5.8	-3.9	-15.7	-13.3	-1.1	-39.9	-8.2	-8.7	-23.4	7.4	-0.4
CC(C)C1=NN2C(=N)CC(=O)N=C2S1	-10.8	2.8	-19.4	0.0	-1.3	-19.1	9.9	8.6	0.8	-1.6	5.0
CC(C)(C)C(=O)N1CCn2c1nc1ccccc12	3.8	0.0	-13.8	8.5	-3.0	-7.8	10.0	-0.3	-7.9	14.9	3.3
COc1ccc(-c2nc(CS(=O)CC(=O)NCc3cccnc3)c(C)o2)cc1 (stereo not drawn)	-4.9	3.3	5.3	-3.2	-4.2	0.4	-16.4	-32.0	12.3	-16.1	16.7
O=C(NCCNC(=O)Oc1cccc2ccccc12)Oc1cccc2ccccc12	-18.0	1.9	90.5*	-10.6	3.4	35.2	-13.4	-17.7	38.4	19.1	-11.0
COC(=O)c1cc(C(=O)OC)cc(N2C(=O)CC(NNC(=O)c3ccc(C)cc3)C2=O)c1 (stereo not drawn)	-2.0	-10.1	-20.5	-5.2	1.2	-33.3	8.8	-8.7	-8.7	14.0	-2.4
O=C(NCC1(N2CCCCC2)CCCCC1)C1CC(=O)N(c2ccc3c(c2)OCCO3)C1 (stereo not drawn)	-3.2	5.1	14.4	-3.4	-12.4	39.0	11.8	-52.9	39.4	-12.4	3.6
COc1ccc(NC(=O)CN2C(=O)C(c3ccccc3)=NC23CCCCCC3)cc1	9.3	10.2	0.7	-8.5	-2.2	-3.5	19.8	8.2	-17.3	11.0	-5.5
O=C1CSC(c2cccnc2)N1CCc1ccccn1 (stereo not drawn)	-0.1	-3.2	-16.3	-9.8	5.7	5.1	13.3	6.1	20.3	1.6	3.8
CCN(CC)CC(=O)NCc1cc(-c2ccc(OC)cc2)no1	5.7	10.5	-2.0	-9.1	1.9	-8.2	1.3	-8.7	3.7	16.7	-10.0
CC(C)NC(=O)N(C)C[C@@H]1Oc2c(NC(=O)Nc3ccccc3)cccc2C(=O)N([C@H](C)CO)C[C@H]1C	-5.9	-5.5	3.1	-16.6	2.3	-8.5	-3.5	-9.5	-14.6	5.4	-5.6
CCOc1ccc(S(=O)(=O)N2CCOCC2)cc1NC(=O)CSCc1ccc(C)cc1	10.8	30.0	14.6	12.8	8.3	12.0	19.4	5.8	0.5	16.1	3.8

Sorted by heavy-atom count (ascending): part of the list above
SMILES	LMP1 NFkB inh	NR5A2 inv ag	Shn3 inh set2	COUP-TFII inh	C8 TRAIL sens	TROY NFkB inh	SRC3 inh	NCOA1 inh	TWEAK Fn14 block	CF NFkB block	KKLEB tox
COc1ccc(CCC(C)Nc2cccc(C)c2)cc1 (stereo not drawn)	11.4	-16.2	-16.5	3.7	-11.4	5.6	-5.4	-12.1	8.2	16.3	4.4
O=C(NC1CCC(O)CC1)c1ccc(NS(=O)(=O)c2cccc([N+](=O)[O-])c2)cc1 (stereo not drawn)	6.9	2.6	5.2	-2.6	1.8	24.5	-20.8	-5.9	10.3	27.8	-2.0
COCCn1c(SCC(=O)NNC(=O)Cc2ccccc2)nc2ccccc2c1=O	1.1	13.2	5.6	-17.2	-8.0	-13.9	6.4	-40.5	23.5	13.3	-8.1
